Assay outcomes from PubChem.
APP transl inh – APP translation inhibition. SH-SY5Y APP 5'UTR-luciferase reporter, luminescence. inhibition, % at 2 µM. 190,000 compounds, 0.82% hits. AID 1285;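 active means inhibition above a set limit, derived from the sample mean plus 3 SD, cut at about 45% in these data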; further: values of inactives mirror those of a sister screen read the other way
STAT3 inh – inhibitors of IL-6 induced STAT3 signaling. AID 862. inhibition, % at 5.5 µM. 190,000 compounds, 0.89% hits. U3A cells, IL-6 STAT3-luciferase reporter, luminescence; host cell line lacks STAT1;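 active means inhibition above the mean inhibition across all screened compounds plus 3 SD, cut at about 44% in these data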;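 further: 0% = DMSO only wells and 100% = 100 µM nifuroxazide control wells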
NF-kB neuron act – NF-kB expression increase, human neuronal cells | NF-kB reporter expression; hits give high values | fold change at 12.5 µM | 190,000 compounds, 1.6% hits | AID 1239; in the data active means fold change above about 3.3
FLuc inh counter – counter-screen for luciferase assay inhibitors: firefly luciferase inhibition. ATPLite firefly luciferase biochemical luminescence, 10 min. inhibition, % at 10 µM. 200,000 compounds, 1.5% hits. P08659;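 active means inhibition above about 50% when tested at 10 µM, limit read from the data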
Target sequence (P08659 whole entry, looked up): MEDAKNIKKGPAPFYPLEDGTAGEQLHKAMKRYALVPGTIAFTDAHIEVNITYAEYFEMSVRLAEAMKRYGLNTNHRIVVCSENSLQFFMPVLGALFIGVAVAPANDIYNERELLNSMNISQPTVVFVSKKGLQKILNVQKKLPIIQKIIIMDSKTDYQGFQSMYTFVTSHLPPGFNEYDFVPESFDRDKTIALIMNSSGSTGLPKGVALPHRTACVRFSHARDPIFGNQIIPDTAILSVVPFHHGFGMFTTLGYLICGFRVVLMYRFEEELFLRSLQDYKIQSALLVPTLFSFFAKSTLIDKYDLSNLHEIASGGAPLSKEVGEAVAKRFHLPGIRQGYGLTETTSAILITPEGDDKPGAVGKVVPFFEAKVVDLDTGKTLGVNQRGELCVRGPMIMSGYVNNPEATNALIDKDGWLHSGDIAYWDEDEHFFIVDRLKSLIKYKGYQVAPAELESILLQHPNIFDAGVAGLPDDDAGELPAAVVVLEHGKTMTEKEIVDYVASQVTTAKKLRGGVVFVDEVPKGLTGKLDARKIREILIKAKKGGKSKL
ROMK primary – modulates human ROMK potassium channel activity; P48048; Tet-inducible ROMK, thallium flux fluorescence; actives lie on both sides; B-score at 10 µM; 130,000 compounds, 2% hits; AID 1918;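 active means signal ratio slope over the read window, or its plate-corrected B-score, at least 3 SD from the plate mean, either direction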;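 further: B-score of the F/F0 ratio slope over 7 to 12 s after thallium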
Target sequence (P48048 whole entry, looked up): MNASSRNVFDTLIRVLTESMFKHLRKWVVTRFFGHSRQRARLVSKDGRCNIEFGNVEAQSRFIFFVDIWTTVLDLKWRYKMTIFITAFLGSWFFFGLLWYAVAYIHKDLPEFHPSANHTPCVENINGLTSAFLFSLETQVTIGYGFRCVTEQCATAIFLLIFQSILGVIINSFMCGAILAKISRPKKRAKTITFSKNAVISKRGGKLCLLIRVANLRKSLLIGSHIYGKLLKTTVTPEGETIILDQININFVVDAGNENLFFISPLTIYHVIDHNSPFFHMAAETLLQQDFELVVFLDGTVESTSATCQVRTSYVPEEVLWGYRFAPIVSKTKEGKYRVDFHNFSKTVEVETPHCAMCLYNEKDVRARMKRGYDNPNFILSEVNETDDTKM
APP 5'UTR act – APP 5'UTR luciferase reporter activation. SH-SY5Y APP 5'UTR luciferase reporter, luminescence; zero percent = DMSO vehicle wells. activation, % at 2 µM. 190,000 compounds, 1% hits;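 active means activation above a set limit, based on mean plus 3 SD of controls, cut at about 140% in these data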; further: values of inactives mirror those of a sister screen read the other way
STAT3 act – STAT3 signaling activation | activation (% of control), % at 5.6 µM | U3A cells, IL-6 STAT3-luciferase reporter, luminescence; 100% = signal with IL-6 EC80 alone | 190,000 compounds, 0.91% hits;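 active means activation above the screen-wide mean of compound activation plus 3 SD, cut at about 130% in these data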;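 further: 0% = background luminescence of wells with medium and substrate only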
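Material: STAT3-luciferase reporter U3A cells. Controls: IL-6-treated wells, 100% activation. Read-out: % activation versus median of IL-6-stimulated wells. Probe or stimulus: IL-6 stimulus at 33 ng/mL final. Timing: compound 1 h, then IL-6 6 h at 37 °C. Signal: reporter luminescence signal.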
STAT1 blocker – reduces IFN-gamma driven STAT1 reporter signal; NIH 3T3 STAT1-luciferase reporter, luminescence; inhibition, % at 5.5 µM; 200,000 compounds, 0.35% hits;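 active means inhibition above a set limit, the mean inhibition across all tested compounds plus 3 SD, cut at about 34% in these data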;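 further: 0% = IFN-gamma with DMSO and 100% = IFN-gamma with 300 µM nifuroxazide; values of inactives mirror those of a sister screen read the other way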
FLuc stim CS – affects firefly luciferase, flagging false hits in luciferase stimulation screens. P08659. activation factor at 10 µM. AID 1027. ATPlite luciferase biochemical, luminescence, 10 min; 0 = ATP-free wells, 1 = DMSO control. 200,000 tested, under 10 active;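 active means luciferase activation factor, scaled between plate controls, of at least 2 with compound at 10 µM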
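Material: Luciferase/luciferin reagent mix; Doses: test compounds dosed from 2 mM stocks in 100% DMSO; Schedule: 10 min incubation after luciferase reagent addition, room temperature; Measured by: luminescence from luciferase reaction; Read-out: luminescence gain marking luciferase activators.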
STAT1 activator – activators of IFN-gamma induced STAT1 signaling; NIH 3T3 STAT1-luciferase reporter, luminescence; 100% = IFN-gamma alone, no compound; activation (% of control), % at 5.5 µM; 200,000 compounds, 2.6% hits;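 active means activation above the screen-wide mean activation plus 3 SD, cut at about 130% in these data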;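 further: raw ratio to IFN-gamma control signal so 100% means no change and 0% no light; values of inactives mirror those of a sister screen read the other way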
An asterisk follows results filed as active; / = no result given.

Results follow in this order: APP transl inh	STAT3 inh	NF-kB neuron act	FLuc inh counter	ROMK primary	APP 5'UTR act	STAT3 act	STAT1 blocker	FLuc stim CS	STAT1 activator
> CC(=O)NC(Cc1ccc(F)c(F)c1)C(=O)NC1CCN(c2c(Cc3ccccc3)c(C)nc3ncnn23)CC1 (stereo unspecified)
→ 2	0	0.6	-3	0.0081	-1	103	-8	1	106
> Cc1ccccc1Cn1c(C)cc(C)c(C#N)c1=O
→ -17	-2	1	0	-0.27	17	105	6	1	92
> Cc1ccsc1C(=O)NNC(=O)C1CCCCC1C(=O)O (stereo unspecified)
→ -97	16	1.4	-3	/	97	89	-43	1	129*
> O=C(Oc1ccc(OC(=O)N2CCOCC2)cc1)c1ccccc1
→ -20	0	1.5	3	/	20	101	-9	1	108
> CCCCC(=O)Nc1ccc2oc(-c3ccncc3)nc2c1
→ 3	21	1.4	0	-0.41	-3	86	-6	1	106
> Cc1cc(S(=O)(=O)Nc2cc(C)c(O)c(C)c2)c(C)s1
→ 3	8	0.71	2	-1.4	-3	98	1	1	99
> CC(C)(C)NS(=O)(=O)c1ccc(CCC(=O)N2CCOCC2)cc1
→ -20	-7	1.3	-2	/	20	109	1	1	99
> CCCCCOC(=O)C1C(c2ccccc2)C(C(=O)O)C1c1ccccc1 (stereo unspecified)
→ -10	-2	1.4	-4	1.9	10	105	-6	1	106
> COc1cccc(OCCCCN2CC(C)OC(C)C2)c1 (stereo unspecified)
→ 9	13	1.2	-7	0.34	-9	93	-2	1.1	102
> Cc1ccc([N+](=O)[O-])cc1NC(=O)c1ccc(-c2ccccc2)cc1
→ 10	10	1.2	-7	/	-10	97	0	1.1	100
> COCCNC(=O)c1ccc2c(c1)nc(C)n2-c1cccc(F)c1
→ 8	1	1.1	-7	/	-8	102	6	1.1	92
> CSc1nc(N)nc(-c2cccs2)c1C#N
→ -13	16	1.2	-5	/	13	90	-7	1	106
> CCC1CCCCN1C(=O)Cn1nc([N+](=O)[O-])c(Cl)c1C (stereo unspecified)
→ -12	3	1	-7	0.37	12	103	4	1.1	95
> Cc1cccn2c(=O)c3cc(C(=O)NC4CCS(=O)(=O)C4)sc3nc12 (stereo unspecified)
→ -7	-13	1.5	-7	/	7	115	-3	1.1	103
> Cc1ccc(C)c(NC(=S)NC2CC3CCCC(C2)N3CC(C)C)c1 (stereo unspecified)
→ 13	-2	1.8	-8	/	-13	105	-4	1.1	104
> c1ccc2c(c1)CNc1ccccc1C2
→ -12	-21	1.3	-4	-0.72	12	121	-1	1	101
> CN(c1ccccc1C(=O)O)S(=O)(=O)c1ccc2c3c(cccc13)C(=O)N2
→ 6	-16	0.88	-1	-0.038	-6	116	6	1	94
> O=C(NC1CCCCC1)N1CCN(c2ncccn2)CC1
→ 6	-4	0.99	-3	/	-6	104	-3	1	100
> COC(=O)c1ccccc1NC(=O)C(=O)NCC1CCCO1 (stereo unspecified)
→ -10	3	1.1	2	/	11	94	-5	1	105
> COc1ccc(N=Cc2c(C)[nH][nH]c2=O)cc1
→ 14	26	1.1	8	0.72	-14	83	5	0.9	94

The results go on:
Results follow in this order: APP transl inh	STAT3 inh	NF-kB neuron act	FLuc inh counter	ROMK primary	APP 5'UTR act	STAT3 act	STAT1 blocker	FLuc stim CS	STAT1 activator
> CC1CCC(N2CCN(c3ncccn3)CC2)CC1 (stereo unspecified)
→ 5	0	1.1	-5	/	-5	104	-15	1	117
> C=CCn1c(C)c(C(C)=O)cc(NC(=O)c2ccccc2)c1=O
→ -3	34	0.87	0	-0.13	3	76	-2	1	100
> COc1ccc(-c2cc(C(=O)O)no2)cc1
→ 5	6	1	12	0.085	-5	97	2	0.9	97
> CCc1ccc(C(=O)Nc2nnn(CC)n2)cc1
→ -100	32	3.7*	87*	/	100	77	-4	0.1	104
> CCCCCCC(=O)Nc1nc(C)c(-c2csc(Nc3ccccc3OC)n2)s1
→ -8	11	1	-6	/	8	94	-11	1.1	110
> Cc1ccc(Nc2nnc(SCC(=O)Nc3ccccc3[N+](=O)[O-])s2)cc1
→ 0	-4	1	12	/	0	99	8	0.9	93
> O=C(NC1CCCCC1)n1c(=O)oc2ccccc21
→ -4	7	1.4	-3	/	4	104	4	1	96
> CC(C)c1ccc(Nc2cnn(C34CC5CC(CC(CC(=O)O)(C5)C3)C4)c(=O)c2Cl)cc1
→ 6	-9	0.96	-4	0.24	-6	105	-3	1	103
> O=C1c2ccccc2CCC12N=NCC2c1ccc(Br)cc1 (stereo unspecified)
→ 9	-2	1.4	-5	-0.33	-9	101	-1	1	100
> CCc1nnc(NC(=O)CCN2C(=O)c3ccccc3S2(=O)=O)s1
→ 2	-5	1.1	-18	/	-2	104	2	1.2	98
> COc1ccccc1N1CCN(C(=O)Cn2c(=O)[nH]c3ccsc3c2=O)CC1
→ 0	-1	0.97	-6	-0.44	0	99	-4	1.1	104
> Cc1ccc(S(=O)(=O)N(CC(=O)NCc2ccco2)C2CCCCC2)cc1
→ 15	14	1	-1	/	-15	91	11	1	90
> CCOc1cc(N2CCOCC2)c(OCC)cc1NS(=O)(=O)c1ccc(Cl)s1
→ 26	4	1.1	-3	/	-26	105	10	1	91
> O=C(O)CSc1nnc(SCc2cccc3ccccc23)s1
→ -5	9	1.3	9	-0.016	5	98	-3	0.9	102
> Nc1nnnn1/N=C/c1ccc(N2CCCCC2)c([N+](=O)[O-])c1
→ -11	-6	1.4	5	/	11	106	-21	0.9	119
> CCn1cc(C2=NC(C)(C)CO2)c2ccccc21
→ -2	-9	1.1	-3	-1.3	2	109	-3	1	100
> Cc1c(N=Cc2ccc[nH]2)c(=O)n(-c2ccccc2)n1C
→ -4	4	2	-3	/	4	104	5	1	96
> CC(C)(C)OC(=O)C(Cl)(C(=O)OC(C)(C)C)c1ccc2nnnn2n1
→ -8	0	2.9	0	-3.6	8	104	3	1	99
> COc1cc(S(=O)(=O)N2CCN(C(=O)c3ccccc3)CC2)c(OC)cc1Br
→ 9	0	1.1	-7	-0.37	-9	105	-3	1.1	102
> CSc1nc(C)cc(-n2ccc(=O)[nH]c2=O)n1
→ 19	3	0.99	-5	0.087	-19	101	4	1.1	98

Following part
Results follow in this order: APP transl inh	STAT3 inh	NF-kB neuron act	FLuc inh counter	ROMK primary	APP 5'UTR act	STAT3 act	STAT1 blocker	FLuc stim CS	STAT1 activator
> CCOC(=O)C1C(c2ccc(O)c(O)c2)NC(=S)NC1(O)C(F)(F)F (stereo unspecified)
→ 0	0	1.1	-1	0	0	98	2	1	98
> CN=c1sc2ccccc2n1CC(O)COc1ccccc1 (stereo unspecified)
→ 7	13	0.77	-6	-1.6	-7	94	3	1.1	97
> CCC(C)c1c(O)nc(SCC(=O)Nc2ccccc2)[nH]c1=O (stereo unspecified)
→ -3	1	1.9	0	0.57	3	103	1	1	99
> O=C(Nc1cccc(-c2ccc3nncn3n2)c1)c1ccco1
→ -4	13	0.69	-2	0.29	4	95	-6	1	105
> CC1CCCCN1CCn1c(=S)[nH]c2cc3c(cc2c1=O)OCO3 (stereo unspecified)
→ -1	3	1.1	-5	-1.2	1	104	-12	1.1	111
> Cc1ccc2c(c1)cc(CN(Cc1ccco1)C(=O)N1CCOCC1)c1nnnn12
→ -4	-11	0.88	-5	-0.73	4	116	-13	1.1	110
> O=C(/C=C/c1ccc(F)cc1)NC(=S)N1CCOCC1
→ -4	-9	1.1	13	0.49	3	112	-6	0.9	104
> O=C(Nc1ccc(-c2noc(-c3cccs3)n2)cc1)c1cccnc1
→ -110	-3	3.8*	4	/	110	105	-61	1	157*
> CCC(=O)OCC(=O)c1c(N)n(Cc2ccccc2)c(=O)n(C)c1=O
→ -4	2	1.1	-2	0.6	4	100	8	1	92
> C/C(=N\NC(=O)c1ccccc1)c1ccccc1F
→ -95	1	1	38	-0.19	95	105	-37	0.6	132*
> Cc1ccc(Cn2ncc3c(N4CCN(CC#N)CC4)ncnc32)cc1
→ -17	0	0.73	-10	-0.5	17	101	-3	1.1	103
> COCc1ccc(CN2CCCC(CO)(Cc3ccccc3)C2)o1 (stereo unspecified)
→ 20	-4	1.6	-3	-0.22	-20	105	9	1	90
> COc1ccc(NC(=O)C2Cc3ccccc3CN2C(=O)c2ccccc2)cn1 (stereo unspecified)
→ -5	9	1.1	0	/	5	96	-6	1	105
> COc1ccc(NC(=O)c2cccn(CC=C(C)C)c2=O)cc1
→ -3	8	1.8	11	-0.037	3	100	-29	0.9	128
> CC(Nc1nc2ncn(Cc3ccccc3)c2c(=O)[nH]1)C(=O)O (stereo unspecified)
→ -11	5	1.3	1	/	11	100	-4	1	104
> S=C(Nc1cccnc1)NC1CCCCCCC1
→ -7	5	1.1	-10	-0.11	7	96	0	1.1	100
> COC(=O)C1=C(C)N(Cc2ccco2)C(=O)N[C@H]1c1ccccc1
→ 13	-4	1.2	-9	0.1	-13	100	0	1.1	100
> O=C(CC(SCCO)c1ccc2c(c1)OCO2)c1ccco1 (stereo unspecified)
→ -7	8	2.2	8	/	7	98	-10	0.9	109
> c1ccc(CC2CCN(C3=Nc4cccc5cccc3c45)CC2)cc1
→ -8	-2	1.1	15	-4.4*	8	102	3	0.9	98
